MsrA inhibitor: bovine MsrA enzyme inhibitors, primary screen, biochemical, absorbance, HTS. Methionine sulfoxide reductase A (Bos taurus). purified bovine MsrA, absorbance read-out. inhibition, % at 15.5 µM. hit rate 0.75% among 360,000. AID 651718, 2012; in the data active means inhibition above about 4.5%;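 further: 0% = vehicle wells with enzyme and 100% = reference inhibitor wells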
Neddyl block: inhibitors of cullin neddylation, primary screen, biochemical, TR-FRET, uHTS, NAE and Ubc12. NEDD8-conjugating enzyme Ubc12 (Homo sapiens) + NEDD8-activating enzyme E1 regulatory …. calls only at 25 µM. hit rate 0.58% among 360,000. AID 651699, 2012; in the data active means inhibition above about 36%
FAS TE block: FAS thioesterase domain inhibitors, primary screen, biochemical, fluorescence intensity, uHTS | recombinant FAS-TE, OMFH fluorogenic substrate, fluorescence endpoint | inhibition, % at 15 µM | hit rate 0.67% among 360,000 | AID 602261, 2012;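 active means compounds whose normalised, plate-corrected inhibition of enzyme fluorescence in the single-dose primary screen is 50% or more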;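 further: 0% = DMSO with enzyme and 100% = substrate without enzyme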
SKN-1 inh: suppressors of acrylamide-induced Pgst-4::GFP reporter in worms, primary screen, SKN-1 inhibitor project, whole organism, uHTS, GFP/RFP fluorescence ratio, strain VP596; C. elegans VP596 Pgst-4::GFP/RFP ratio, 24 h; AID 624304, 2012; hit rate 0.49% among 360,000; inhibition, % at 21.8 µM;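 active means interference check ratio from 0.5 to 1.5 plus GFP to RFP signal ratio inhibition reaching or exceeding a fixed threshold, cut at about 30% in these data, passing the limit was not always enough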; further: some compounds called inactive have numbers as strong as hits
Rin1-Abl PPI inh: inhibitors of Rin1-Abl protein binding, primary screen, biochemical, TR-FRET. Tyrosine-protein kinase ABL1 (Homo sapiens) + Ras and Rab interactor 1 (Homo sapiens), …. inhibition, % at 7.35 µM. hit rate 0.4% among 360,000; in the data active means inhibition above about 5%, passing the limit was not always enough
MsrA act: bovine MsrA enzyme activators, primary screen, biochemical, absorbance, HTS; hit rate 0.3% among 360,000; activation, % at 10.6 µM; Methionine sulfoxide reductase A (Bos taurus); purified bovine MsrA, absorbance read-out; in the data active means activation above about 7.5%;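 further: 0% = vehicle and 100% = reference activator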
MT1-MMP act inh: blockers of MT1-MMP proenzyme processing, primary screen, HT1080 RFP-PRO-GFP cells, GFP/RFP fluorescence. Matrix metalloproteinase-14 (Homo sapiens), P50281. GFP/RFP ratio fluorescence, overnight; percent of plate control window, DMSO zero. GFP/RFP ratio change, % at 20 µM. hit rate 0.061% among 360,000;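 active means GFP/RFP ratio change of at least 30% with cell ATP level not reduced by more than half and red fluorescence within 50% of control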; further: strong numbers were not always called active
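Material: RFP-PRO-GFP reporter HT1080 cells. Dosing: single-point 20 µM compound, 1% DMSO. Controls: DMSO and RFP-L50D-GFP cell wells. Timing: cells overnight before dosing, compound overnight, 37 °C, 5% CO2. Measure: GFP/RFP fluorescence ratio.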
NRP1-CendR mod: modulators of CendR peptide binding to NRP-1, primary screen, biochemical, fluorescence polarization, uHTS. hit rate 0.85% among 360,000. FAM-RPARPAR peptide binding to NRP-1. Neuropilin-1 (Homo sapiens), O14786. inhibition, % at 25 µM;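 active means inhibition or corrected inhibition above about 18%, plus a signal ratio from 0.5 to 1.5, limit read from the data, passing the limit was not always enough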; further: strong numbers were not always called active
Target sequence (O14786 whole entry, looked up): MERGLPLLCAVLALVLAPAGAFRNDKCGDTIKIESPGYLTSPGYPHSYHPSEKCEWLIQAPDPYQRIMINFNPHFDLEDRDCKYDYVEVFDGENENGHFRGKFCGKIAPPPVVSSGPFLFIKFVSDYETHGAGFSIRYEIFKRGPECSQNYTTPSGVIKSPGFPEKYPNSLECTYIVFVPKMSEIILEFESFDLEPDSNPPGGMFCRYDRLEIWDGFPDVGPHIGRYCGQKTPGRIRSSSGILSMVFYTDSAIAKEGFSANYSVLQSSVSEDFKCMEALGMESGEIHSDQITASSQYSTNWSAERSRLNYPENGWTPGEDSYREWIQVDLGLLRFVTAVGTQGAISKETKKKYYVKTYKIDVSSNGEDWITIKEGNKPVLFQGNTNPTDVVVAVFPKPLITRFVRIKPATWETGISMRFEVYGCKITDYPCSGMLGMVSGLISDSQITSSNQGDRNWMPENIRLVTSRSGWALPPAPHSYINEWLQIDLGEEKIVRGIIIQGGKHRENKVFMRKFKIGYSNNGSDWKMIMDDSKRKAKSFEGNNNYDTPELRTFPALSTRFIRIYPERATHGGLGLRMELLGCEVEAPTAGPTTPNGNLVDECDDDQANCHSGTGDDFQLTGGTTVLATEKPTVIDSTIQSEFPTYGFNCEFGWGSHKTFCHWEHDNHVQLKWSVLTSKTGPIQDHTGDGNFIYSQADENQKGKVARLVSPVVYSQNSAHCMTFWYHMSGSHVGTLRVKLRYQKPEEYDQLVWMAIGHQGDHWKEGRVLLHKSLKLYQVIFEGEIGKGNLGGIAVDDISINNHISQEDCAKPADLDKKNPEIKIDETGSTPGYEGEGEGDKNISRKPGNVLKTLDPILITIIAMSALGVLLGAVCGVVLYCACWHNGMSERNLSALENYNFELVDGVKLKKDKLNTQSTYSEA
eLon inh: inhibitors of E. coli Lon protease, primary screen, biochemical, fluorescence polarization; P0A9M0; inhibition, % at 7.94 µM; purified E. coli Lon protease; AID 602123, 2011; hit rate 0.42% among 360,000; in the data active means inhibition above about 13%, passing the limit was not always enough;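 further: 0% = enzyme with probe and DMSO and 100% = no enzyme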
The depositor's hits bear a star; i = inactive; · = not tested or not shown; + = active, no number.

SMILES	MsrA inhibitor	Neddyl block	FAS TE block	SKN-1 inh	Rin1-Abl PPI inh	MsrA act	MT1-MMP act inh	NRP1-CendR mod	eLon inh
COc1ccc(CC(=O)Nc2ccccc2C(=O)NCCc2ccccc2)cc1	0.5	i	9	12	-1	-4	1	9	4
O=[N+]([O-])c1cc(S(=O)(=O)Nc2ccccc2)ccc1N1CCN(c2ccc(O)cc2)CC1	-0.5	i	-18	7	-2	-2	-2	4	-10
CC(=O)C1=C(O)C(=O)N(Cc2ccccc2)C1c1ccc(N(C)C)cc1 (configuration not stated)	2.5	i	-6	-17	0	-8	10	10	-9
O=C(Nc1ccc(S(=O)(=O)NC2=NCCCCC2)cc1)c1cccc(S(=O)(=O)N2CCOCC2)c1	-0.8	i	-1	7	1	-1	8	0	5
Cc1ccc(NC2CCCN(C(=O)c3cc(C(C)C)nn3C)C2)cc1C (configuration not stated)	0.2	i	-2	9	-3	0	1	-2	8
Cc1cccc([C@@H]2[C@@H]3C(=O)N(Cc4ccccc4)C(=O)[C@@H]3[C@]3(Cc4ccccc4)C(=O)N(c4ccc(C(F)(F)F)cc4)C(=O)N23)c1	2.0	i	90*	-5	3	-1	1	1	-3
CC(=O)c1cnc(-c2cccc(Cl)c2)s1	2.4	i	5	5	0	-3	3	15	0
CCOc1ccc(NC(=O)CN(C)C(=O)c2c(-c3c(F)cccc3Cl)noc2C)cc1OCC	0.8	i	-5	-1	1	-12	4	1	8
Cc1nnc(NC(=O)CSc2ncnc3scc(-c4ccccc4)c23)s1	-0.7	i	-3	11	-1	-1	1	-12	8
CCCCNc1c(-c2cccnc2)nc2nc(C)cc(C)n12	-0.1	i	-9	20	·	-2	0	-5	8
COc1cccc(NC(=S)N/N=C2\CC(C)(C)Oc3ccc(O)cc32)c1	0.8	+	3	13	-1	-3	2	-3	6
Cc1cccc(-c2noc(CCC(=O)N3CCN(c4cc(C)ccc4C)CC3)n2)c1	1.2	i	33	5	-2	3	1	-18	7
COc1ccc(Cl)cc1C(=O)NNC(=O)c1ccncc1	0.7	i	-3	24	-1	-3	2	-4	7
C[C@H](CO)N1C[C@H](C)[C@@H](CN(C)S(=O)(=O)c2cccs2)Oc2c(NC(=O)Nc3ccc4c(c3)OCO4)cccc2C1=O	1.2	i	7	14	2	-1	0	9	6
COc1ccc(CCN2CC(C(=O)NCCc3ccc(C(F)(F)F)cc3)CCC2=O)cc1 (configuration not stated)	-0.4	i	-2	19	-1	1	5	-6	-8
CCOc1ccc(N2CC(C(=O)N3CCc4ccccc43)CC2=O)cc1 (configuration not stated)	1.1	i	-8	7	3	-4	1	-6	3
CC(C)C[C@H](NC(=O)Nc1ccc(Oc2ccccc2)cc1)C(=O)O	-0.1	i	2	1	1	-1	5	14	-7
CCOC(=O)C1(C)CCN1C(=O)COc1ccccc1 (configuration not stated)	2.0	i	-6	1	-5	-2	-1	-4	9
COc1ccc(NC(=O)c2sc3ncn(CC(=O)N4CCN(c5ccccn5)CC4)c(=O)c3c2C)c(OC)c1	0.0	i	-1	18	0	-4	0	16	4
COc1cccc(NC(=O)C(OC(=O)/C=C/c2ccc3c(c2)OCO3)c2ccccc2)c1 (configuration not stated)	3.4	i	27	-11	-2	-11	-12	1	-11
CCOC(=O)c1cnc2ccc(OC)cc2c1NCCc1ccc(OC)c(OC)c1	-0.1	i	4	-6	-2	-2	-4	2	6
CCC1(CCC(C)C)SC(N)=NC1=O (configuration not stated)	-0.3	i	-8	6	-1	-1	0	7	13
COC(=O)c1sc2nc(SCc3cccc(F)c3)n(N)c(=O)c2c1C	1.3	·	0	-1	2	-4	-2	5	5
CCCC[C@@H]1CN=C(N)N1CCc1cccc(F)c1	-0.2	i	-9	-21	-3	-1	-1	0	-1
COc1cccc(CN2CCNC(=O)C2CC(=O)NCCc2cccc(C)n2)c1OC (configuration not stated)	-0.6	i	-5	-6	4	-2	-3	-3	5

Structural class: the compounds so far containing a halogen
SMILES	MsrA inhibitor	Neddyl block	FAS TE block	SKN-1 inh	Rin1-Abl PPI inh	MsrA act	MT1-MMP act inh	NRP1-CendR mod	eLon inh
Cc1cccc([C@@H]2[C@@H]3C(=O)N(Cc4ccccc4)C(=O)[C@@H]3[C@]3(Cc4ccccc4)C(=O)N(c4ccc(C(F)(F)F)cc4)C(=O)N23)c1	2.0	i	90*	-5	3	-1	1	1	-3
CC(=O)c1cnc(-c2cccc(Cl)c2)s1	2.4	i	5	5	0	-3	3	15	0
CCOc1ccc(NC(=O)CN(C)C(=O)c2c(-c3c(F)cccc3Cl)noc2C)cc1OCC	0.8	i	-5	-1	1	-12	4	1	8
COc1ccc(Cl)cc1C(=O)NNC(=O)c1ccncc1	0.7	i	-3	24	-1	-3	2	-4	7
COc1ccc(CCN2CC(C(=O)NCCc3ccc(C(F)(F)F)cc3)CCC2=O)cc1 (configuration not stated)	-0.4	i	-2	19	-1	1	5	-6	-8
COC(=O)c1sc2nc(SCc3cccc(F)c3)n(N)c(=O)c2c1C	1.3	·	0	-1	2	-4	-2	5	5
CCCC[C@@H]1CN=C(N)N1CCc1cccc(F)c1	-0.2	i	-9	-21	-3	-1	-1	0	-1

Continued.
SMILES	MsrA inhibitor	Neddyl block	FAS TE block	SKN-1 inh	Rin1-Abl PPI inh	MsrA act	MT1-MMP act inh	NRP1-CendR mod	eLon inh
COC(=O)COc1ccc2c(-c3cccc([N+](=O)[O-])c3)cc(=O)oc2c1	1.2	i	1	-14	2	-4	-2	14	5
COc1ccc(C(=O)Sc2ccc(C)cc2)cc1OC	0.1	i	15	-8	-5	-4	-2	10	-2
CN1C(=O)c2cccc3c(Cl)ccc(c23)C1=O	1.8	i	8	17	-5	0	-27	4	4
CC(C)(C)c1ccc(S(=O)(=O)NC(=O)C2(C)CCN2C(=O)Cc2cc(F)ccc2F)cc1 (configuration not stated)	0.7	i	-10	9	-1	-3	1	-7	-14
O=C(COc1nnnc2ccccc12)N1CCCc2ccccc21	-0.1	i	-5	3	-2	-2	9	12	8
CC(C)n1cnc2cc(NC(=O)c3ccco3)ccc21	-0.9	i	-6	5	-1	1	-1	3	-1
Cc1ccccc1Nc1nnc(SCC(=O)NCc2cccs2)s1	0.6	i	-8	3	-2	-4	3	-3	-7
O=C(O)c1cc2c(s1)CCCC2	0.7	i	-6	-9	-4	-5	5	0	-4
S=c1[nH]nc(COc2ccccc2)n1/N=C/c1ccccn1	-0.1	i	-12	4	1	2	-1	-2	-7
CN(CCC#N)C(=O)Cn1nc(Cc2ccncc2)c2ccccc2c1=O	-0.9	i	-7	-14	4	-4	-9	-12	1
CN(C)S(=O)(=O)c1cccc(C(=O)OCC(=O)N2CCCC2=O)c1	-0.4	i	-3	16	-1	-5	-1	-1	-1
O=C(NCCCCNC(=O)c1c(Cl)cccc1Cl)c1c(Cl)cccc1Cl	0.3	i	-8	-7	2	-4	1	-8	1
CN(C)S(=O)(=O)c1ccc(S(=O)(=O)N(CC(=O)Nc2ccccc2)Cc2ccco2)cc1	-0.2	i	-9	-11	-3	-2	3	8	1
CC(=O)c1ccc(S(=O)(=O)Nc2cccc(-c3ccc4nncn4n3)c2)cc1	1.8	i	0	4	-3	-3	0	-5	-10
CCn1c(/N=C/c2ccc(OC)cc2O)nc2ccccc21	-1.1	i	-2	12	0	-4	1	-17	6
Cc1ccnc(NC(=O)CCC(=O)N(CC(=O)NCc2ccccc2)Cc2cccs2)c1	2.7	i	3	6	2	-2	3	4	2
COc1ccc(NC(=O)C2=C(C)C(=O)OC23CCC(C)CC3)c(OC)c1 (configuration not stated)	-0.2	i	-3	-14	-1	-6	-8	1	-2
COC(=O)c1c(NC(=O)/C=C/C(=O)O)sc(C)c1-c1ccc(C(C)C)cc1	2.1	i	9	-2	2	-2	-8	-68	-9
CC(=O)Nc1ccc(NC(=O)CSc2n[nH]c(-c3cccs3)n2)cc1	0.2	i	-14	3	0	-3	1	0	8
COc1cccc(NC(=O)c2ccnc(N3CCC(C(=O)NCc4cc(OC)ccc4OC)CC3)c2)c1	·	i	3	23	-1	-1	7	1	3
CC(C)NC(=O)N(C)C[C@H]1Oc2ccc(NS(=O)(=O)c3ccccc3)cc2C(=O)N([C@H](C)CO)C[C@@H]1C	-0.4	i	-11	9	2	-3	1	-5	-2
CCN(CC)C(=O)CSc1nc2c(c(-c3cccnc3)c1C#N)CCCC2	-0.1	i	-4	6	-3	-1	-3	4	-1
COc1ccc(N(CC(=O)NCc2ccccc2OC)S(=O)(=O)c2ccccc2)cc1	-0.9	i	5	-4	4	-12	1	-2	1
COc1ccc(-c2nc(CS(=O)(=O)CC(=O)NCCc3ccc(C)cc3)c(C)o2)cc1	-0.3	i	-10	13	-3	-1	1	-4	-7
CC(C)NS(=O)(=O)c1ccc(NC(=O)C(C)OC(=O)CCC2CCCC2)cc1 (configuration not stated)	-0.6	i	8	5	3	2	11	-7	-3
O=C(CCCN1C(=O)C(c2ccccc2)Oc2cccnc21)Nc1cccc(F)c1 (configuration not stated)	0.9	i	14	19	-2	-4	2	23	-4
COc1ccc(C2N=C(c3ccccc3)C(C)(C)N2O)cc1 (configuration not stated)	0.5	i	-7	13	0	-5	2	-4	-6
COc1ccc(C(C)=O)cc1COC(=O)Cc1n[nH]c(=O)c2ccccc12	-0.1	i	-5	-18	5	-10	2	-7	-3
Cc1cc(NC(=O)COC(=O)COc2ccc(Cl)c(C)c2)no1	-0.2	i	-7	-17	-6	-1	-2	12	-1
CC(=O)Nc1cccc(C(=O)N/N=C/c2c[nH]c3ccccc23)c1	5.8*	i	-9	20	-3	-4	-2	-7	-9

Source: PubChem BioAssay
